# PMI act: phosphomannose isomerase (human) activation. purified human PMI, coupled resazurin fluorescence, 20 min; active compounds read high; 1 = vehicle control, 0 substrate-free wells. activation factor at 20 µM. P34949. 190,000 compounds, 0.005% hits;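 active = activation factor of 2 or more at 20 µM, relative to plate controls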
# Target sequence (P34949 whole entry, looked up): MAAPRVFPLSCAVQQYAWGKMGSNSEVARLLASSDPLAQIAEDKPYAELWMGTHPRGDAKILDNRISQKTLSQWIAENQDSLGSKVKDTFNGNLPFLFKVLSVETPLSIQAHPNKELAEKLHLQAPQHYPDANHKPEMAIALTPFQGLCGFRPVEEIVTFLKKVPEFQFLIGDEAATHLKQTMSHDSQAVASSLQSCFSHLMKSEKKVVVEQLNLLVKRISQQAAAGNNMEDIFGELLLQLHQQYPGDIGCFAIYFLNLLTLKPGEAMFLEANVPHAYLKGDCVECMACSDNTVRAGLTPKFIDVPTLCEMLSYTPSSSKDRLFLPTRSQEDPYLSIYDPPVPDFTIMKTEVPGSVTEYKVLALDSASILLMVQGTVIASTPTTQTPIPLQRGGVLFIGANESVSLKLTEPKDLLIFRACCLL
# PMI act hi M6P: PMI (human) activation, high substrate | P34949 | coupled PMI enzyme assay, resazurin fluorescence, 20 min; active compounds read high; 1 = untreated enzyme, 0 = substrate-free blank | activation factor at 20 µM | 190,000 compounds, 0.34% hits;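 active = activation factor of 2 or more at 20 µM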
#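 Test system: human phosphomannose isomerase with PGI, G6PDH, diaphorase coupling enzymes; Amount: PMI at 15 ng/mL final; Reagent: Mannose-6-phosphate 1.0 mM (near-saturating) plus 0.22 mM NADP+; Timing: 20 min, room temperature; Technique: resorufin fluorescence at Ex 544/Em 590 nm; Dosing: 20 µM single dose.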
# RAM inhibit: yeast RAM network inhibition; S. cerevisiae dse1pr::URA3 reporter, 5-FOA growth OD615, 2 d; analog-sensitive cbk1-as2 kinase mutant strain; 190,000 compounds, 1.8% hits; inhibition, % at 50 µM;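 active = inhibition above a set limit, 3 SD over mean compound inhibition, cut at about 8.4% in these data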;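 also: 0% = DMSO-only wells with no growth and 100% = 10 µM 1-NA-PP1 full growth; inhibition rescues growth on 5-FOA so higher OD means more RAM inhibition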
# Efa HMGR inh: blocks class II HMG-CoA reductase of Enterococcus faecalis; purified E. faecalis HMGR, NADPH absorbance 340 nm kinetic; inhibition, % at 10 µM; 190,000 compounds, 0.41% hits;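 active = inhibition above a set limit, the median over all tested compounds plus 3 SD, cut at about 9.5% in these data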;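 also: enzyme runs in reverse so mevalonate oxidation gives rising NADPH absorbance; 0% = complete reaction with DMSO and 100% = background rate lacking mevalonate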
# S1P3 antag: antagonists of human S1P3 receptor; 170,000 compounds, 0.27% hits; inhibition, % at 4.98 µM; Q99500; CHO S1P3 NFAT-BLA reporter, FRET fluorescence, antagonist mode;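 active = inhibition above the plate cutoff, the mean inhibition of test wells on that plate plus 3 SD, cut at about 28% in these data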;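 also: cells challenged with S1P at its EC80 of 0.8 µM; blue over green emission ratio from cleaved BLA substrate after 4 h stimulation; 0% = S1P-stimulated wells and 100% = unstimulated DMSO-only wells; some compounds past the cut are filed as inactive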
# Target sequence (Q99500 whole entry, looked up): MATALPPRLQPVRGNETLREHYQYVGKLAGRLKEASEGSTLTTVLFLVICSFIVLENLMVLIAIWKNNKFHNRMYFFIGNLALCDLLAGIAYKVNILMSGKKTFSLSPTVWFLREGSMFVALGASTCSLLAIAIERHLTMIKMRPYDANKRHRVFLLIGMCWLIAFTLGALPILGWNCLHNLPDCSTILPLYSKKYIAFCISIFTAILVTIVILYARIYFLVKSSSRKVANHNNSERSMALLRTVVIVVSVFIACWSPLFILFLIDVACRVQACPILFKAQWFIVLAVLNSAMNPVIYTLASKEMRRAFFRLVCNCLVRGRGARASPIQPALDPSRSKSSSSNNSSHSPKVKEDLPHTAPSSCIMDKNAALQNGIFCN
# TNAP inh noacc: blocks human TNAP activity with no phosphate acceptor present. P05186. purified TNAP, CDP-star luminescence, 30 min. inhibition, % at 20 µM. 200,000 compounds, 0.26% hits;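 active = tissue-nonspecific alkaline phosphatase inhibition above about 50% at 20 µM in the single-dose screen, limit read from the data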;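 also: 0% = DMSO negative control and 100% = EDTA positive control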
# Lmaj promast: reduces viability of Leishmania major promastigotes. AID 1063. resazurin fluorescence viability. inhibition, % at 10 µM. 200,000 compounds, 9% hits; in the data active = inhibition above about 50%;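 also: promastigotes grown with compound for 44 hours at 28 °C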
# DTT redox prof: compounds producing H2O2 with reducing agent – biochemical, NIH compound library profiling, artefact control for MLSCN library redox annotation, primary screen; DTT-dependent redox cycling H2O2, phenol red/HRP absorbance; 100% = 100 µM peroxide control, 0% = buffer; activation, % at 10 µM; 200,000 compounds, 0.03% hits; AID 878;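 active = activation of at least 50% relative to the plate's high and low controls in the primary single-dose screen; inactive = activation below 50%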;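 also: compound incubated with DTT at 0.8 mM final as the reducing agent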
# TNAP inh hiacc: blocks human TNAP under high phosphate acceptor concentration; 200,000 compounds, 0.03% hits; purified TNAP, CDP-star luminescence, 1 M DEA; AID 1135; P05186; inhibition, % at 20 µM;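 active = over 50% inhibition of tissue-nonspecific alkaline phosphatase at 20 µM in the single-dose screen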;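 also: plate controls were DMSO wells for no effect and EDTA-quenched wells as full inhibition for full effect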
# Hsp70 act: switches on Hsp70 transcription; HeLa Hsp70 promoter luciferase reporter, luminescence; scaled: vehicle 0, proteasome-inhibitor control 100%; AID 1203; activation, % at 10 µM; 200,000 compounds, 0.04% hits;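 active = activation above the mean across all tested compounds plus 3 SD, cutoff set per campaign, cut at about 5.5% in these data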;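 also: 100% = MG132 at 30 µM as the positive control and 0% = DMSO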
# * marks the source's active call; other numbers are inactive results; nt = not tested or not shown. Compounds as they come; 12% or so of the library scored in one or more.
# The line under a structure holds: PMI act	PMI act hi M6P	RAM inhibit	Efa HMGR inh	S1P3 antag	TNAP inh noacc	Lmaj promast	DTT redox prof	TNAP inh hiacc	Hsp70 act
- Cc1nn(-c2ccccc2)c(C)c1/C=C/C(=O)OC(C)C(N)=O (stereo unspecified)
  0.9	0.9	1.1	-2	4	2	-2	-0.3	-1	-0.3
- COC(=O)CSc1nc(-c2ccc(F)cc2)cc(C(F)(F)F)n1
  1	0.9	3.3	0	nt	-6	-3	-0.9	1	0.0
- Cc1ccc(-n2c(CCc3nc4ccccc4[nH]3)n[nH]c2=S)cc1
  nt	nt	0.9	-3	-21	-105	-1	0.0	1	-0.5
- O=C(c1ccccc1)c1c(O)cc(-c2ccccc2)oc1=O
  1	1	3.1	-5	-1	-6	37	0.4	-4	-0.2
- O=c1oc(-c2ccccc2)nc2sc3c(c12)CCC3
  0.9	0.9	1.3	-5	1	0	-5	1.0	4	0.1
- Cc1ccc(C)c(-n2c(SCC(=O)NC(C(=O)O)C(C)C)nnc2-c2cccc(Cl)c2)c1 (stereo unspecified)
  1.1	1.1	0.2	-5	-6	-18	-1	-2.3	-7	0.1
- CCCCSc1nnc(-c2ccc(NC(=O)CC)cc2)n1C
  1	1.1	-0.7	-7	0	-18	-6	0.0	-5	-0.3
- Cc1ccc(Cn2nc(C)c(/C=N/NC(=O)c3cccnc3)c2C)cc1
  1.1	1.1	0.9	-1	-16	-7	3	-0.4	-1	-0.1
- CN(C)S(=O)(=O)c1ccc(Cl)c(NC(=O)COC(=O)CN2C(=O)C3CCCCC3C2=O)c1 (stereo unspecified)
  1	1.1	0.8	3	-21	-19	-1	-0.6	-2	-0.3
- Cc1ccccc1NC(=O)C1CCCN1/C=C/C(=O)C(F)(F)F (stereo unspecified)
  1	1.1	0.1	2	0	-3	-2	0.4	-5	-0.2
- CCOC(=O)c1cc2c(=O)n3ccccc3nc2n(Cc2ccccc2Cl)c1=N
  1	1	nt	nt	nt	0	nt	nt	-5	nt
- Cc1cc(C(F)F)nn1CC(=O)N1CCSCC1
  1	1.1	-0.6	-8	nt	-6	2	2.0	3	-0.2
- CNC(=S)NNC(=O)c1ccccc1F
  1.1	0.8	-0.7	-1	2	-111	-6	-0.9	-7	-0.4
- O=C(OCC(=O)N1CCc2ccccc2C1)c1ccc(N2CCOCC2)c([N+](=O)[O-])c1
  1	1	3.9	-6	2	-2	-1	0.3	0	-0.4
- NC(=O)COC(=O)c1ccc(S(=O)(=O)NCc2ccco2)cc1
  1.1	1	2.2	-4	-21	-8	3	-0.2	-5	0.2
- COc1ccc(/C=N/n2c(=O)[nH]c3c([nH]c4ccc(C)cc43)c2=O)cc1CN1CCOCC1
  0.8	0.8	-0.9	-5	-14	-8	5	0.2	-5	0.1
- O=C(NC1=NCCS1)c1ccc(Br)s1
  1	1	1.7	-5	nt	-14	-3	0.2	-6	-0.2
- CN(C1CCCC1)C1CCN(C(=O)CNC(=O)/C=C/c2cccc(C(F)(F)F)c2)CC1
  1	1.1	-0.4	0	-3	-7	76*	-0.2	-2	0.1
- O=C(O)CNS(=O)(=O)c1ccc2c(c1)CCCC2
  1.1	0.9	1.5	-8	-13	-13	-5	0.3	-1	-0.1
- CCN(CC)S(=O)(=O)c1cc(NC(=O)C(C)N2CCN(c3ccccn3)CC2)ccc1C (stereo unspecified)
  0.9	0.8	-0.5	-5	5	-10	11	0.4	-4	-0.3
- Cc1ccc2nc(SC(C)C(=O)N3CCCC3)[nH]c2c1 (stereo unspecified)
  1.1	1.1	1.0	1	-14	-14	3	3.2	-4	0.1
- Cc1ccc2nc(Nc3nc(=O)c4ccccc4n3C)nc(C)c2c1
  1.2	1.2	nt	nt	-5	-11	nt	nt	-11	nt
- CCc1ccc(NC(=S)NC(=O)CC(C)C)cc1
  0.9	0.9	-0.9	0	9	-4	-2	0.1	-5	0.0
- COc1ccc(-c2[nH]c(-c3ccc(C)cc3)nc2SCC(=O)NC2CCCC2)cc1
  0.9	0.9	1.4	-5	-4	-18	84*	-0.6	-1	-0.4
- CC(C)(C)c1csc(NC(=O)c2ccc(Cl)s2)n1
  1	1.1	-1.6	-2	15	5	23	-3.4	-2	0.7
- Cc1ccc(C(=O)N2C3=C(CCCC3)C(=O)NC23CCCCC3)cc1
  1	0.9	-0.6	-1	-13	4	11	-0.7	-3	-0.3
- O=S1(=O)CC/C(=N\O)c2ccccc21
  1	1.1	2.7	0	nt	-9	0	1.5	-2	0.4
- O=C(Nc1ccccc1)N(C1=NCCCCS1)c1cccc2ccccc12
  1	0.8	0.4	-7	nt	-1	13	-0.1	-6	0.2
- COc1ccc(S(=O)(=O)N2CCCCC2)cc1-n1cnnn1
  1.1	1	-0.9	6	-14	-1	-5	0.1	0	-0.3
- COc1cccc(/C=N/NC(=O)c2c(C)nc3ccc(Br)cn23)c1
  1.2	1.1	1.5	-3	6	-5	12	-1.6	1	-0.3
- COc1ccc(N2CCN(C(=O)C3CCC(Cn4c(=S)[nH]c5ccccc5c4=O)CC3)CC2)cc1 (stereo unspecified)
  0.8	0.9	2.5	22*	nt	-7	99*	-3.0	-1	-0.2
- O=C(CSc1nc2ccccc2nc1SCC(=O)N1CCOCC1)N1CCOCC1
  1	1	-2.1	-3	-43	-9	-1	-2.8	2	-0.3
- COc1cc(C(=O)Nc2ccc(Cl)c([N+](=O)[O-])c2)cc(OC)c1OC
  1	0.9	3.0	0	17	-13	-4	-0.1	-5	-0.4
- CNc1ccccc1C(=O)OCC(C)=O
  1.1	1.1	0.9	-2	7	-11	-6	0.4	-3	-0.2
- COc1cccc(CNC(=O)CCC2CCCN(C(=O)c3cc(C)on3)C2)c1 (stereo unspecified)
  1	1	0.2	-4	3	-5	-5	0.0	-4	0.1
- CN(CCCC(=O)NCc1ccco1)S(=O)(=O)c1ccccc1
  1	0.9	-0.1	-4	20	-12	-3	1.0	-4	-0.3
- CCOC(=O)C1CCC2(CC1)C(C#N)=C(N)Oc1n[nH]c(C)c12 (stereo unspecified)
  1	1.1	0.4	-3	nt	-4	-9	-1.1	-2	-0.1
- COc1ccc(Cn2nnnc2C(c2cc3cc(C)ccc3[nH]c2=O)N2CCN(C)CC2)cc1 (stereo unspecified)
  nt	nt	0.4	-3	4	0	-5	0.0	3	-0.3
- Cc1nc2c(ccc3nc(NC(=O)C4CC4)sc32)s1
  1.1	1	1.2	-1	16	-11	23	0.3	-2	0.1
- CCN1/C(=C2/SC(=S)NC2=O)Sc2ccccc21
  0.9	1	3.5	-2	-5	9	77*	-1.8	7	-0.1
- CCC(=O)N1CCN(CCN=CC2=C(O)CC(c3cccs3)CC2=O)CC1 (stereo unspecified)
  1	1	0.9	1	3	-8	-9	0.1	-1	0.2
- Cc1c(C(=O)O)oc2ccc(S(=O)(=O)NC3CCCCCCC3)cc12
  1.1	1.1	4.7	7	-10	-2	-9	-0.1	4	0.1
- Cc1oc(-c2ccc(-c3ccccc3)cc2)nc1CN(C)C1CCOC1 (stereo unspecified)
  1.1	1.2	-0.4	0	-8	-8	18	-1.1	-6	0.1
- Cc1cc(C(=O)NC2CCCc3ccccc32)c(C)o1 (stereo unspecified)
  1.1	1.1	-1.8	-6	nt	-3	34	0.6	-6	-0.3
- Cc1ccc(OC(=S)Nc2ccccc2)c(C)c1
  1.1	1	1.8	-5	nt	-7	1	0.7	1	-0.7
- CCOC(=O)C1(Cc2ccccc2C(F)(F)F)CCN(CC2CC2)CC1
  1	1	0.1	4	-15	-10	57*	-0.1	-8	-0.2
- O=c1c2c(nc3cc(-c4ccc(Br)cc4)[nH]n13)CCCC2
  nt	nt	3.1	0	1	-6	67*	-0.3	-2	0.1
- Cc1cc(C(=O)N2CCc3c([nH]c4ccccc34)C2c2c(F)cccc2Cl)no1 (stereo unspecified)
  0.8	0.8	2.5	4	17	-9	45	-1.5	-6	0.0
- O=C(CCSc1ccccc1)Nc1ccc(S(=O)(=O)Nc2ncccn2)cc1
  1.2	1.1	3.4	2	5	-14	2	-0.9	-2	-0.1
- CC(=O)Nc1ccc(S(=O)(=O)NCc2ccccn2)cc1
  1.1	1.1	1.1	1	11	-10	6	-0.3	-7	0.2
- COc1ccccc1NC(=O)CSc1nnc(C)n1Cc1ccccc1
  0.9	0.9	0.5	-9	1	-1	-5	-0.3	3	-0.5
- O=C(NCC1CCC(C(=O)O)CC1)OCc1ccccc1 (stereo unspecified)
  1	1	1.5	0	nt	-7	-3	3.4	-2	0.5
- COc1ccc(NC(=O)Cn2c(=O)n(-c3ccccc3)c(=O)c3oc4ccccc4c32)c(OC)c1
  1.1	1.1	5.8	-7	7	1	61*	-0.7	-4	-0.1
- COc1ccc2[nH]c(O)c(N=O)c2c1
  0.7	0.9	2.8	-3	2	-17	-10	-0.4	-1	-0.2
- CC(Sc1nc(-c2ccccc2)cc(C(F)(F)F)n1)C(=O)Nc1sc2c(c1C#N)CCC2 (stereo unspecified)
  1	1	10.0*	3	nt	14	10	-1.3	-5	-0.6
- O=C(Cn1ncc2c3ccccc3n(Cc3ccccc3)c2c1=O)N1CCN(c2ncccn2)CC1
  0.9	0.9	2.9	1	nt	-4	1	0.0	-4	-0.1
- CCOc1ccc(-n2c(N)c(-c3nc4ccccc4[nH]3)sc2=S)cc1
  1	1	5.4	-3	nt	-2	-5	0.4	8	-0.4
- COc1ccccc1NS(=O)(=O)c1cccc(N2CC(O)=C(c3ccccc3)C2=N)c1
  1	1	1.4	-6	3	4	2	-0.3	-1	0.0
- COc1ccc(C2C([N+](=O)[O-])=C(C)N(C)C(=O)N2C)cc1OC (stereo unspecified)
  1	1	0.8	-1	-11	-2	20	-0.2	-8	-0.5
- CCN1CCN(c2ccc(N=Cc3ccccc3O)cc2)CC1
  0.9	0.8	-0.1	-3	-6	6	0	0.0	-1	-0.1

# A few values from the entries so far.
# Efa HMGR inh, O=C(NCC1CCC(C(=O)O)CC1)OCc1ccccc1 (stereo unspecified) reads 0
# TNAP inh noacc, CCOc1ccc(-n2c(N)c(-c3nc4ccccc4[nH]3)sc2=S)cc1 reads -2

# More entries
# The line under a structure holds: PMI act	PMI act hi M6P	RAM inhibit	Efa HMGR inh	S1P3 antag	TNAP inh noacc	Lmaj promast	DTT redox prof	TNAP inh hiacc	Hsp70 act
- O=C(CSc1nnc(Cc2ccccc2)n1-c1cccc(Cl)c1)NNC(=O)Cc1ccccc1
  1	0.9	3.7	-1	0	-112	15	-0.3	-3	0.0
- Cc1ccc(/C=N/NC(=O)Cn2cnc3ccccc32)o1
  0.9	0.9	2.0	2	nt	0	-10	-8.1	1	0.3
- N#Cc1cccc(OCC(=O)NC(=O)NCc2ccccc2)c1
  1	1	0.1	-2	0	-12	-7	-0.3	-4	-0.3
- Cc1cccc(OCCCC(=O)Nc2ccc(Br)cc2)c1
  0.8	0.9	0.8	0	nt	-16	-1	2.2	-4	0.0
